Screens (PubChem BioAssay)
CCR6 antagonist = CCR6 receptor antagonists, primary screen, cell-based, CHO-K1, luminescence, beta-arrestin, uHTS. inhibition, % at 20 µM. actives 0.49% (n = 340,000). C-C chemokine receptor type 6 (Homo sapiens), P51684. CHO-K1 CCR6 PathHunter beta-arrestin, CCL20-stimulated;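 active means compounds whose inhibition of the agonist-driven luminescence signal at 20 µM reaches about 50%, limit read from the data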;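 further: cells stimulated with CCL20 at 14 nM final; plate controls were DMSO with CCL20 for no effect and DMSO without agonist for full effect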
Target sequence (P51684 whole entry, looked up): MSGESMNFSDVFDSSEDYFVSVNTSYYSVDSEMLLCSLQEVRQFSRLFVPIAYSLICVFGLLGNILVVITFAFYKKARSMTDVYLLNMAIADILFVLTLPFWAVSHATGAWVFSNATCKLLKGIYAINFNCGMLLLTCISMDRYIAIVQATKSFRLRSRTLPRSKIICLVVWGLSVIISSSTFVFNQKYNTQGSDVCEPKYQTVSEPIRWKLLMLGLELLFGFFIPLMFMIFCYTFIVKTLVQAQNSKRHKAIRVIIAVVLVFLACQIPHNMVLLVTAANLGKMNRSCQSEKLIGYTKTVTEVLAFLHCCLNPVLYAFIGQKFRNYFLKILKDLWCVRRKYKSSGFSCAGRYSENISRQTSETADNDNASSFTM
Mdm2 MdmX PPI = inhibitors of human Mdm2-MdmX association, primary screen, cell-based, luminescence, split luciferase, SaOS-2, uHTS. actives 3% (n = 330,000). inhibition, % at 8 µM. SaOS-2 split-luciferase Mdm2/MdmX complementation. AID 485346, 2010. Protein Mdm4 (Homo sapiens) + E3 ubiquitin-protein ligase Mdm2 (Homo sapiens), …;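 active means inhibition of at least 50% at 8 µM in the primary screen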
Gli-Sufu antag = Gli-Sufu pathway antagonists, primary screen, luciferase luminescence, Sufu-KO-LIGHT cells, uHTS | actives 0.74% (n = 340,000) | Sufu-KO-LIGHT fibroblasts, Gli luciferase reporter luminescence | AID 588413, 2011 | inhibition, % at 5 µM;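 active means inhibition above about 55%, limit read from the data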;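 further: 0% = DMSO-treated cells and 100% = wells with medium but no cells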
XBP1 UPR activ = activators of adaptive XBP1 UPR arm, primary screen, cell-based, CHO-XBP1 luciferase reporter, luminescence, uHTS. IRE1-XBP1 UPR activation; percent of tunicamycin response, DMSO as zero. activation, % at 20 µM. actives 0.33% (n = 330,000). AID 463104, 2010;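 active means versus positive control, 20 µM dose yields 30% or more activation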;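 further: 100% = tunicamycin at 10 µg/mL and 0% = DMSO only wells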
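Material – CHO cell line with stable XBP1 luciferase reporter · Buffer or medium – F12 plus 10% FBS · Compound – single point, 20 µM final compound, 1% DMSO · Schedule – 16-18 h cell attachment at 37 °C, then 6 h compound exposure · Signal – Steady-Glo luminescence read · Benchmarks – high control tunicamycin 10 µg/mL final, low control DMSO vehicle only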
697 NFkB inh = inhibitors of PMA/ionomycin-induced NF-kB reporter, 697 cells, primary screen, B-cell NF-kB inhibitor project, cell-based, luminescence, uHTS. actives 0.33% (n = 330,000). inhibition, % at 4 µM. 697 B-cell NF-kB luciferase reporter, 16 h; in the data active means inhibition above about 35%
CXCR6 inh = CXCR6 receptor inhibitors, primary screen, cell-based, beta-arrestin, luminescence, CHO-K1 PathHunter, 1536-well. C-X-C chemokine receptor type 6 (Homo sapiens), O00574. inhibition, % at 20 µM. actives 0.36% (n = 360,000); in the data active means inhibition above about 34%, passing the limit was not always enough;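 further: antagonist mode with CXCL16 agonist at 10 nM final; 0% = 10 nM CXCL16 with DMSO and 100% = unstimulated wells without agonist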
Target sequence (O00574 whole entry, looked up): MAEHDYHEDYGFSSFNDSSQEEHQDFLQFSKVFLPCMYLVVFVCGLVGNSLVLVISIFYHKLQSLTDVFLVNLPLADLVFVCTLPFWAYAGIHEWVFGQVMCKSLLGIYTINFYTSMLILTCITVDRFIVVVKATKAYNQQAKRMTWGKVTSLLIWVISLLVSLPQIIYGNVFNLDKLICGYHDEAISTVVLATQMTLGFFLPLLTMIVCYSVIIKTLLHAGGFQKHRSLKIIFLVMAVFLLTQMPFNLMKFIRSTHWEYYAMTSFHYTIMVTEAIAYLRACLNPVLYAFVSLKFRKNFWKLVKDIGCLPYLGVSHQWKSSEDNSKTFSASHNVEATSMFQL
UPR CHOP act = activators of apoptotic CHOP UPR arm, primary screen, cell-based, CHO-CHOP luciferase reporter, luminescence, uHTS; UPR activation; percent of tunicamycin response over DMSO baseline; activation, % at 10 µM; actives 0.34% (n = 330,000);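 active means at 10 µM dose, activation of 40% or more, normalized to positive control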;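 further: 100% = tunicamycin at 10 µg/mL and 0% = DMSO alone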
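Material: CHO-CHOP cells, stable luciferase reporter of PERK-eIF2a-CHOP signalling; quantity: 500 reporter cells seeded per well; buffer or medium: F12 medium containing 10% fetal bovine serum; compound: one dose, 10 µM in 0.5% DMSO; incubation: 6 h compound treatment, 37 °C; measured by: Steady-Glo luciferase luminescence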
Jurkat NFkB inh = inhibitors of induced NF-kB luciferase reporter, primary screen, TCR NF-kB activation inhibitor project, cell-based, luminescence, uHTS; AID 435003, 2010; inhibition, % at 4 µM; Jurkat, PMA/ionomycin-induced NF-kB luciferase reporter; actives 0.53% (n = 330,000); in the data active means inhibition above about 50%
EBI2 antag = EBI2 receptor antagonists, beta-arrestin recruitment, primary screen, cell-based, luminescence, 7a,25-OHC stimulation, uHTS | 7a,25-OHC stimulated | actives 0.81% (n = 360,000) | AID 651636, 2012 | inhibition, % at 5 µM | G-protein coupled receptor 183 (Homo sapiens), P32249; in the data active means inhibition above about 38%;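 further: enzyme fragment complementation signal reports receptor beta-arrestin coupling in cells; 0% = agonist plus DMSO wells and 100% = wells without agonist; some results beyond the cut were filed as inactive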
Target sequence (P32249 whole entry, looked up, the tested form may be a part): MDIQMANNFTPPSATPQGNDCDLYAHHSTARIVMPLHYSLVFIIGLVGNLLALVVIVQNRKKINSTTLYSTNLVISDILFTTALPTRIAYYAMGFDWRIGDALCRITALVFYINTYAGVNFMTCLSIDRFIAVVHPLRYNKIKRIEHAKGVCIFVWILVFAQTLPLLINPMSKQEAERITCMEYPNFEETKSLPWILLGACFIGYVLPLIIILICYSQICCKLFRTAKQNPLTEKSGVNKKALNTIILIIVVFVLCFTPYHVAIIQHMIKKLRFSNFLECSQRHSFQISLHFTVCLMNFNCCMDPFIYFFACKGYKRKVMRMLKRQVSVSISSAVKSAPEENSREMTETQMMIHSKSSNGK
* hit, by the source's call; / = not tested or not shown.

SMILES	CCR6 antagonist	Mdm2 MdmX PPI	Gli-Sufu antag	XBP1 UPR activ	697 NFkB inh	CXCR6 inh	UPR CHOP act	Jurkat NFkB inh	EBI2 antag
Cc1ccc(-n2nc3cc(C)c(NC(=S)NC(=O)/C=C/c4ccco4)cc3n2)cc1	2	6	-21	56*	-122	-3	65*	-79	21
Cc1ccc(C(=O)Nc2ccc(CC(=O)O)cc2)o1	-2	2	7	-2	6	2	-2.0	6	-11
C=CCn1c(Cc2c[nH]c3ccccc23)n[nH]c1=S	5	6	3	-1	1	-12	-0.1	5	-10
CC(=O)c1c(C)c(C)c2n1CCn1c(C)ccc1-2	1	23	-4	-1	-3	11	2.1	-7	15
O=C(COc1ncnc2scc(-c3ccccc3)c12)NC1CCCc2ccccc21 (configuration not stated)	-5	20	1	2	1	-11	-1.8	12	-9
COCCOC(=O)C1=C(C)NC(=O)NC1/C=C/c1ccccc1 (configuration not stated)	11	-9	-9	0	3	1	0.4	5	-5
Cc1cc(=O)n2cc(-c3ccccc3)nc2[nH]1	20	2	-14	2	-31	-2	-1.2	-15	-8
O=S1(=O)N=C(N=Nc2c(O)[nH]c3ccccc23)c2ccccc21	36	0	-3	1	10	11	-1.0	1	10
O=C(CC(=O)Nc1ccc(Cl)cc1)N/N=C\c1cccc(F)c1	9	3	5	-1	9	1	2.4	8	-9
Cc1cccc(CSc2nncc(=O)[nH]2)c1	6	-30	3	-1	17	4	-3.1	-8	-3
CCOC(=O)C1=C(C)NC2=C(C1c1ccc([N+](=O)[O-])cc1)S(=O)(=O)c1ccccc12 (configuration not stated)	-20	23	-2	1	-12	14	-2.1	17	27
Cc1ccccc1NC(=O)CN(C)S(=O)(=O)c1cccc2cccnc12	6	12	0	0	-4	-5	0.5	5	-5
O=C(/C=C/c1ccc(F)cc1)N1CCCN(C(=O)/C=C/c2ccc(F)cc2)CC1	11	-3	-19	0	18	2	1.3	-5	85*
Cc1ccc(-n2ncc(C(=O)NC3CC3)c2C2CCN(C(=O)OC(C)(C)C)CC2)c(C)c1	9	9	-5	-4	12	0	-1.8	-7	5
COc1ccc(/C=N/NC(=O)CCNc2n[nH]c(=O)[nH]c2=O)c(OC)c1	-6	-15	-7	-2	-15	0	-2.3	5	2
CC1CN(c2nc3ccccc3nc2C(C#N)C(=O)NC2CCCCC2)CC(C)O1 (configuration not stated)	/	35	/	-7	-19	/	-0.8	-6	/
CCCS(=O)(=O)c1snnc1C	-2	5	-7	2	12	-2	-0.1	0	5
CC1C(=O)NN=C1C(=O)N/N=C\c1ccc(O)cc1O (configuration not stated)	14	25	1	-2	5	5	1.8	5	2
CCCc1cc(-n2ccnc2C)n2c(nc3ccccc32)c1C#N	2	10	0	0	-14	-1	-2.8	-14	2
C/C(N)=C(/C#N)C(=O)COC(=O)CC12CC3CC(CC(C3)C1)C2	-2	10	5	-3	9	-12	0.5	10	-39
CCc1ccccc1NC(=O)CN1CCN(C(=O)CN2C(=O)NC3(CCCCC3C)C2=O)CC1 (configuration not stated)	2	17	-9	-3	11	3	1.5	3	8
COc1ccccc1-c1nc(-c2ccccc2)nc(N2CCN(C)CC2)c1C#N	18	-24	14	0	12	5	-0.5	-1	1
CS(=O)(=O)c1ccc(C(=O)OCC(=O)Nc2cccc(S(=O)(=O)N3CCCC3)c2)cc1	9	22	-4	2	-10	2	-0.9	-6	-13
O=C(NCCc1nc2ccccc2[nH]1)c1cccc(Br)c1	-3	-14	4	4	4	6	-0.3	10	1
Cc1cccc(N2CCN(C(=O)c3cc4n(n3)C(C(F)(F)F)CC(c3ccco3)N4)CC2)c1C (configuration not stated)	16	49	-20	1	-9	0	-0.2	1	4
CCNC(=O)NC(=O)C(C)OC(=O)C(C)(C)Oc1ccc(Cl)cc1 (configuration not stated)	-3	-1	-4	2	11	-1	-1.6	11	6
COc1cc(NC(=O)c2ccc3c(c2)OCO3)ccc1NC(=O)c1cccs1	7	26	-7	2	3	0	1.3	-4	7
O=C(NCc1ccccc1Cl)c1cc([N+](=O)[O-])ccc1Cl	7	-1	-7	-1	23	-2	-2.3	1	-11
CCOC(=O)C1(S(=O)(=O)c2ccccc2)CCN(Cc2ccc(Cl)cc2)CC1	25	15	-1	0	5	-2	-1.1	-2	10
CCN(C[C@H]1N[C@@](C)(C(=O)OC)[C@H]2C(=O)N(Cc3ccccc3)C(=O)[C@@H]12)S(=O)(=O)c1ccc(C)cc1	-3	-21	20	-1	2	-5	1.1	-3	1
O=C(C1=C(O)C(=O)N(CCOCCO)C1c1ccccn1)c1cccs1 (configuration not stated)	0	5	3	0	1	4	1.9	6	-2
COc1cc2c(cc1OC)CN(Cc1nc3ccsc3c(=O)[nH]1)CC2	8	14	-2	1	16	6	-0.3	-5	-7
CCOc1ccc(NC(=O)c2ccc(NC(=O)CSc3nc4ccccc4c(=O)[nH]3)cc2)cc1	12	56*	0	-1	18	-2	1.9	1	1
C/C(N)=C(/C#N)C(=O)CSc1nnc(-c2ccccc2Br)o1	-4	-33	-88	-4	-217	-12	-1.0	-156	5
COc1ccc(N(CC(=O)N2CCC(C(N)=O)CC2)S(=O)(=O)c2ccccc2)cc1	-3	7	-13	7	10	5	-0.4	11	5
O=C(NC(=O)c1ccccc1F)Nc1nc(-c2cccs2)cc(C(F)(F)F)n1	3	34	-4	10	3	0	-0.1	11	8
COc1ccc2c(c1OC)CCC2=O	0	-4	-3	-2	17	2	0.1	9	-1
O=C(NC1CCCC1)c1ccc2nc(-c3ccco3)c(-c3ccco3)nc2c1	8	9	-10	-1	0	0	1.9	-8	4
O=S(=O)(c1cccc(F)c1)N1CCN(Cc2ccc3c(c2)OCO3)CC1	13	16	-2	3	17	-11	-0.6	1	5
CC(CNC(=O)CCC(=O)N1CCOc2ccc(Cl)cc21)c1ccccc1 (configuration not stated)	4	9	-4	-2	13	3	2.2	6	4

Given bar-delimited: entries from further up
molecule | CCR6 antagonist | Mdm2 MdmX PPI | Gli-Sufu antag | XBP1 UPR activ | 697 NFkB inh | CXCR6 inh | UPR CHOP act | Jurkat NFkB inh | EBI2 antag
CCOc1ccc(NC(=O)c2ccc(NC(=O)CSc3nc4ccccc4c(=O)[nH]3)cc2)cc1 | 12 | 56* | 0 | -1 | 18 | -2 | 1.9 | 1 | 1
COc1ccc2c(c1OC)CCC2=O | 0 | -4 | -3 | -2 | 17 | 2 | 0.1 | 9 | -1

(cont.)
SMILES	CCR6 antagonist	Mdm2 MdmX PPI	Gli-Sufu antag	XBP1 UPR activ	697 NFkB inh	CXCR6 inh	UPR CHOP act	Jurkat NFkB inh	EBI2 antag
Cc1[nH]c2ccccc2c1C(=O)C(C)OC(=O)c1ccc([N+](=O)[O-])o1 (configuration not stated)	-3	30	/	0	18	-13	1.5	13	-13
C/C(=N\O)C1(C)N(O)C(C)(C)C(c2ccc(Br)cc2)=[N+]1[O-] (configuration not stated)	1	10	-1	1	2	-11	0.6	-5	1
COc1ccc(NC(=O)CSc2nc3sc(C)cc3c(=O)n2C)cc1	-3	40	23	-6	-10	0	-0.9	16	0
OCCn1c(SCCOc2ccccc2F)nc2ccccc21	7	-17	11	2	-44	0	0.2	2	-4
O=C1CC(NS(=O)(=O)c2cccs2)CN1c1ccc(F)cc1 (configuration not stated)	-2	5	-1	-4	16	-8	2.3	16	-5
Cc1cc(NC(=O)CCN2CCCCC2)ccc1Br	4	3	8	-4	1	8	0.0	-9	-7
O=C(COC(=O)CNC(=O)c1cccc(OC(F)F)c1)NNC(=O)c1ccccc1	2	-8	-4	-1	14	4	1.4	6	-3
CC(C)(C)OC(=O)[C@H]1[C@H](c2ccc([N+](=O)[O-])cc2)C2(C(=O)c3ccccc3C2=O)C2c3ccccc3C=NN21 (some centres not stated)	17	-4	13	0	25	2	-0.7	-1	9
COc1cc(OC)cc(-n2nnnc2SCC(=O)Nc2ccc(C(C)=O)cc2)c1	6	1	-19	0	14	-4	-1.9	4	-18
Cc1cc(Nc2ccc(O)cc2)n2c(nc3ccccc32)c1C#N	-5	-5	-10	0	-80	-10	2.2	16	-53
CCc1cccc(CC)c1N(COC)C(=O)Cn1nnc2ccccc21	-14	-1	5	-1	2	1	-2.1	2	-2
C=CCOc1ccc(/C(CC)=N/O)c(OC)c1	13	-12	-14	5	-22	5	-0.3	-19	4
Cc1ccc(C(C)C)c(OCC(=O)OCC(=O)NC2CCS(=O)(=O)C2)c1 (configuration not stated)	-4	-3	-1	-1	14	0	0.3	6	-9
CCn1cc(C(=O)O)c(=O)c2cc(F)c(N3CCN(S(=O)(=O)c4ccc(Br)cc4)CC3)cc21	/	-3	/	12	0	/	6.6	6	/
Cc1cc(C)nc(NC(=O)c2c(-c3c(Cl)cccc3Cl)noc2C)n1	-12	-3	-3	-8	13	2	0.5	5	-3
Cc1ccc(Cn2c(SCC(=O)NCC3CCCO3)nc3c(sc4ccccc43)c2=O)cc1 (configuration not stated)	10	-10	8	-3	-6	-4	-0.4	-13	10
Cc1ccc(S(=O)(=O)NC(C)C(c2cccs2)N2CCN(C)CC2)cc1 (configuration not stated)	0	0	-1	0	1	1	-1.6	-8	-3
COc1ccc(-c2nn3c(COc4ccccc4)nnc3s2)cc1OC	-6	1	11	1	20	1	0.2	10	-5
CCOc1ccccc1N1CC(C(=O)N(CC)C2CCS(=O)(=O)C2)CC1=O (configuration not stated)	9	-3	6	0	4	-2	2.5	9	-7
CC(C)C[C@H]1COCCS(=O)(=O)N1Cc1cccc(Cl)c1	7	12	-1	4	6	-6	-0.6	4	2
O=C(c1ccc(S(=O)(=O)c2ccccc2Cl)c([N+](=O)[O-])c1)N1CCCCCC1	-1	51*	19	-3	-24	-21	-0.5	21	-27
COc1ccccc1C(NC(=O)CC(C)C)c1c(O)ccc2ccccc12 (configuration not stated)	9	10	1	-7	8	0	0.1	-16	9
COCCCNC(=S)NC1CC2CCCC(C1)N2Cc1cccs1 (configuration not stated)	9	13	2	-2	13	-4	-1.7	-12	0
CCC1(CC)Cc2ccccc2-c2nc3ccccc3c(=O)n21	16	-7	-15	1	-1	2	1.8	-7	9
COc1ccc(CNC(=O)C2=CC(c3ccc(OC)cc3)=NS(=O)(=O)N2C)cc1	7	0	-21	-1	10	6	0.7	-7	0
CCS(=O)(=O)Nc1ccc(NC(C)=O)cc1	-24	3	0	-1	10	-7	3.7	10	8
CCCS(=O)(=O)c1c(S(=O)(=O)CCC)c2ccc(C(C)=O)cn2c1C(=O)OC	-19	13	4	0	-6	-4	-2.6	-11	-9

Ordered by the number under Mdm2 MdmX PPI (descending): 3 from the list above
| SMILES | Mdm2 MdmX PPI |
| --- | --- |
| O=C(c1ccc(S(=O)(=O)c2ccccc2Cl)c([N+](=O)[O-])c1)N1CCCCCC1 | 51* |
| COc1ccc(CNC(=O)C2=CC(c3ccc(OC)cc3)=NS(=O)(=O)N2C)cc1 | 0 |
| CCC1(CC)Cc2ccccc2-c2nc3ccccc3c(=O)n21 | -7 |
